CHT inh = inhibitors of human choline transporter CHT; AID 488975, 2010; CHT-expressing cells, membrane potential dye, choline response; active compounds read low; High affinity choline transporter 1 (Homo sapiens), Q9GZV3; 310,000 tested, 0.86% active; B-score at 10 µM;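 active = B-score over 3 SD under the library average, and starting fluorescence ratio not unusually high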;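 note: choline stimulus applied at its EC90 after an EC20 pre-addition; B-score computed on integrated fluorescence ratio after choline addition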
Target sequence (Q9GZV3 whole entry, looked up): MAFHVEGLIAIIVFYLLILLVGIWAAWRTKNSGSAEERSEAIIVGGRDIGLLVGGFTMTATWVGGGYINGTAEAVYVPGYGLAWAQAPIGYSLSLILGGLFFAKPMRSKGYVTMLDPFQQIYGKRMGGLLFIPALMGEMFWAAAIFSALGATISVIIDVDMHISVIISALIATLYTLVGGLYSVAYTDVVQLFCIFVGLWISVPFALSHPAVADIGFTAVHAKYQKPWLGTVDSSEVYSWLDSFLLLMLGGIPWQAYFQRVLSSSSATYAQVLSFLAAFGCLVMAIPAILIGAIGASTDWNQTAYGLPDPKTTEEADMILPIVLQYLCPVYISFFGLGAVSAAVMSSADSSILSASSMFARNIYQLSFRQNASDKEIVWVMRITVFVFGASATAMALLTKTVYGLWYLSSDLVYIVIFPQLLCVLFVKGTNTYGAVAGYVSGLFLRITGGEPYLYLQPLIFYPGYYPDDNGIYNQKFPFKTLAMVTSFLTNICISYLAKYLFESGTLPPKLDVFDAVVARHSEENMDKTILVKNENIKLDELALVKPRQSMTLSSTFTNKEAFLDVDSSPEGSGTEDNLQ
STK33 kinase inh = inhibitors of purified STK33 kinase, primary screen, biochemical, ADP-Glo luminescence, homogeneous, cell-free; Serine/threonine-protein kinase 33 (Homo sapiens), Q9BYT3; 320,000 tested, 0.073% active; inhibition, % at 10 µM; AID 2661, 2010; MBP phosphorylation;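 active = inhibition at or above 25%, using the most active replicate where run in duplicate; inactive = inhibition below 25%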
Target sequence (Q9BYT3 whole entry, looked up): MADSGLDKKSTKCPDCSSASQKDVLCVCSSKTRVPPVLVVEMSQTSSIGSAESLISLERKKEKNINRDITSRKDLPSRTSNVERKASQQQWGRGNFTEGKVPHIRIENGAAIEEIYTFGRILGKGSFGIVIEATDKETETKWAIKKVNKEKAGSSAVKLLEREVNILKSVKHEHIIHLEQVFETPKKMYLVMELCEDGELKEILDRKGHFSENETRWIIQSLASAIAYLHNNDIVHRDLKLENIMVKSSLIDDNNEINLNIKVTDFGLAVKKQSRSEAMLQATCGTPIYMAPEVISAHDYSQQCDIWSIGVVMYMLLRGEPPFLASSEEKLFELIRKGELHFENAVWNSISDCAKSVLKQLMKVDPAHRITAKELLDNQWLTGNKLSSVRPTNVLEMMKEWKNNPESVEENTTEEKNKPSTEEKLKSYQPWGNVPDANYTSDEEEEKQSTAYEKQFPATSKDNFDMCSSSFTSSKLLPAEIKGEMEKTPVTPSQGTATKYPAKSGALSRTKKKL
CHT allo act = CHT positive allosteric modulators, primary screen, cell-based, membrane potential dye, choline EC20; High affinity choline transporter 1 (Homo sapiens), Q9GZV3; CHT-expressing cells; active compounds read high; LV-AA mutant CHT in HEK293 cells; B-score at 10 µM; 310,000 tested, 0.49% active; AID 488977, 2010;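 active = initial fluorescence not abnormally high and integrated response B-score, plate-corrected, over 3 SD above library mean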
Active calls of the source: *; i = inactive; nt = not tested or not shown.

SMILES | CHT inh | STK33 kinase inh | CHT allo act
COc1ccc(S(=O)(=O)N2CCOCC2)cc1NC(=O)CN(C)Cc1c(F)cccc1Cl | i | -4.1 | i
O=C(Nc1cccc([N+](=O)[O-])c1)c1cccc(C(=O)Nc2cccc([N+](=O)[O-])c2)c1 | i | -0.7 | i
O=C(Cc1cccs1)Nc1ccc(NC(=O)c2ccco2)cc1 | i | -1.3 | i
O=C(Nc1nnc(C2CC2)s1)c1ccccn1 | i | 0.0 | i
O=C1C(=O)c2ccccc2C(O)=C1CCCCl | i | -2.1 | i
COc1ccccc1-c1nnc(NC(=O)c2ccc(S(=O)(=O)N3CCCC3)cc2)o1 | i | 0.2 | i
COc1ccc(NC(=O)CN2C(=O)c3cccc4cccc2c34)cc1OC | i | -1.2 | i
Cn1c(SCC(=O)NNC(=O)Cc2ccccc2)nnc1-c1ccc(Cl)cc1 | i | -0.4 | i
CCNCCOC(c1ccccc1)c1ccccc1 | i | -1.1 | i
Fc1ccc(/C=N/NC(=S)NCCc2ccccc2)cc1F | i | -1.1 | i
CCC1=C2CC[C@H]3C(=O)N(CC)C(=O)[C@H]3[C@H]2[C@@]2(Cc3ccccc3)C(=NCCOC)OC(=O)N2C1=O | i | -0.3 | i
COCCNC(=O)CN1C(=O)COc2ccc(S(=O)(=O)N3CCCCCC3)cc21 | i | nt | i
Cc1ccc(N2CC(C(=O)Nc3ccc4c(c3)OCO4)CC2=O)cc1 (stereo not given) | i | -0.1 | i
Cc1oc(/C=N/NC(=O)CC2(C)OCCO2)cc1Br | i | -1.8 | i
O=C(COc1ccc2c3c(c(=O)oc2c1)CCCC3)NCc1ccncc1 | i | 0.4 | i
NNC(=O)c1sccc1OCc1ccc(Cl)cc1 | i | 0.1 | i
CC[C@H](C)/C=C/C1=CC2=C(Cl)C(=O)[C@@]3(C)OC(=O)C(C(=O)[C@H](C)[C@@H](C)O)=C3C2=CO1 | i | 15 | i
O=C(N/N=C/C1CC=CCC1)c1ccc(Cl)cc1O (stereo not given) | i | -0.4 | i
CCOc1cc(C2C3=C(CCCC3=O)N(CC(=O)O)C3=C2C(=O)CCC3)ccc1OC | i | 0.6 | i
CC(C)=CC(=O)N1CCC(n2nccc2NC(=O)CCc2ccccc2)CC1 | i | -1.2 | i
Cc1cccc(OCC(=O)N/N=C\C=C\c2ccc3c(c2)OCO3)c1C | i | -0.7 | i
CCCc1ccc(OCC(O)CN2CCCC2)cc1 (stereo not given) | i | -1.0 | i
COc1ccccc1-n1c(C)nnc1SCC(=O)Nc1cc(C)cc(C)c1 | i | 0.4 | i
O=C(Cn1cnc2c(nnn2Cc2ccc(Cl)cc2)c1=O)NCC1CCCO1 (stereo not given) | i | -1.2 | i
Cc1ccc(S(C)(=O)=NC(=O)NC(=O)c2c(Cl)cccc2Cl)cc1 (stereo not given) | i | 0.3 | i

Rewritten with two lines to a compound: part of the list above
Under each structure – CHT inh	STK33 kinase inh	CHT allo act
> O=C(Cc1cccs1)Nc1ccc(NC(=O)c2ccco2)cc1
    i	-1.3	i
> O=C(Nc1nnc(C2CC2)s1)c1ccccn1
    i	0.0	i
> O=C1C(=O)c2ccccc2C(O)=C1CCCCl
    i	-2.1	i
> COc1ccccc1-c1nnc(NC(=O)c2ccc(S(=O)(=O)N3CCCC3)cc2)o1
    i	0.2	i

Later entries.
SMILES | CHT inh | STK33 kinase inh | CHT allo act
CCCCN(CC)C(=O)Cn1c(=O)sc2ccccc21 | i | -1.1 | i
O=C(C1CCN(S(=O)(=O)c2ccccc2)CC1)N1CCCCCC1 | i | 0.2 | i
CCOC(=O)C1=C(N)Oc2ccc3ccccc3c2C1c1cccnc1 (stereo not given) | i | 0.0 | i
CCC(C)Nc1c([N+](=O)[O-])cc(C)cc1[N+](=O)[O-] (stereo not given) | i | -1.0 | i
CC(=O)NC(CCS(C)(=O)=O)C(=O)Nc1ccc(F)cc1Cl (stereo not given) | i | 1.0 | i
O=c1c2c3c(sc2nc2n1CCCC2)CCCC3 | i | 0.9 | i
CN(C)c1ccc(/C=N/NC(=O)Cn2nnc3ccccc32)cc1 | i | -4.5 | i
CCc1ccc(Oc2coc3cc(OC(=O)c4cc5ccccc5oc4=O)ccc3c2=O)cc1 | i | -0.8 | i
CC1=C(C(N)=O)C(c2ccccn2)n2nc(SCc3ccccc3)nc2N1 (stereo not given) | i | -1.5 | i
CC1Cc2ccccc2N1C(=O)CSc1nnc(Cn2nnc3ccccc32)n1C (stereo not given) | i | -2.7 | i
Cc1ccc(C(C)C)c(OCc2nnc(SCC(=O)Nc3ncc(C)s3)n2C)c1 | i | -1.8 | i
CN1CCN(C(=O)c2cc(C(C)(C)C)cc(C(C)(C)C)c2)CC1 | i | 1.9 | i
CCOC(=O)C1CCN(c2c(C(=O)c3ccccc3)cnc3ccc(CC)cc23)CC1 | i | -0.6 | i
N/C(=N\OC(=O)CN1C(=O)c2ccccc2C1=O)c1ccc(Cl)cc1 | i | -1.4 | i
Cc1cc(C)cc(Oc2nc3c(C)cccn3c(=O)c2/C=C(\C#N)C(=O)NC2CCS(=O)(=O)C2)c1 (stereo not given) | i | 1.1 | i
CCOc1ccccc1C(=O)Nc1nncs1 | i | 2.8 | i
O=C(CSc1nc2ccccc2s1)Nn1cnnc1 | i | -1.2 | i
Cc1[nH]n(-c2ccccc2)c(=O)c1C(c1cccc([N+](=O)[O-])c1O)c1c(C)[nH]n(-c2ccccc2)c1=O | -7.2* | 2.1 | i
O=C(COc1cccc2cccnc12)N/N=C/c1ccc(O)cc1 | i | 4.8 | i
CCn1c(SCC(=O)NC(C)(C)C)nnc1-c1ccoc1C | i | 1.0 | i
CC(C)c1ccc(C(=O)Nc2ccc(N3CCOCC3)cc2)cc1 | i | -1.9 | i
Cn1cc(S(=O)(=O)N2CCOCC2)cc1C(=O)NCCc1ccccc1 | i | -0.7 | i
CCc1ccc(CNC(=O)CCc2nnc(Cc3cccc(C(F)(F)F)c3)o2)nc1 | i | -1.0 | i
COc1ccc(CN(C)C(=O)c2ccc(NC(=O)CC3SC(N4CCCC4)=NC3=O)cc2)c(OC)c1 (stereo not given) | i | -1.1 | i
Cc1cc(SCC(=O)NCCN2C(=O)CSC2=O)nc2c(C)cccc12 | i | 1.4 | i

(cont.)
SMILES | CHT inh | STK33 kinase inh | CHT allo act
O=C(O)CCCCCNCc1ccncc1 | i | -0.8 | i
COc1ccc(S(=O)(=O)NCC(c2ccc(C)cc2)N2CCN(C)CC2)cc1OC (stereo not given) | i | -2.9 | i
CC(=O)N1CCc2cc(S(=O)(=O)CCC(=O)NCc3ccco3)ccc21 | i | -1.3 | i
COc1cccc(CN(C)C(=O)Cc2c[nH]c3ccccc23)c1OC | i | -0.9 | i
COc1ccc(C(CNC(=O)c2ccc(S(=O)(=O)Nc3ccc(F)cc3)cc2)N(C)C)cc1 (stereo not given) | i | -1.3 | i
C=CCc1ccc(O)c(-c2ccc(O)c(CC=C)c2)c1 | -7* | 0.8 | i
Cc1ccc2nc(NC(=O)c3ccc(Cl)s3)sc2c1 | i | -1.6 | i
COc1cc(/C=C2/C(=N)N3OC(C)=CC3=NC2=O)ccc1OCCOc1ccc(C)cc1 | i | 0.1 | i
O=C1OC2(c3ccccc31)c1cc(I)c(O)c(I)c1Oc1c2cc(I)c(O)c1I | i | 23 | i
c1ccc(C2=Nc3cccc4cccc(c34)N2)cc1 | i | 0.8 | i
Fc1ccc(-c2ccc(NCCN3CCOCC3)nn2)cc1 | i | -1.3 | i
COc1ccc(C(=O)Nc2ccc(-n3nncc3C(C)(C)C)cc2)cc1 | i | 0.6 | i
COc1ccc(-c2nn(-c3ccccc3)cc2/C=C/C(=O)N2CCN(c3ccccn3)CC2)cc1 | i | -1.9 | i
CCC1C(C#N)=C(SCC(N)=O)NC2=C1C(=O)CC(C)(C)C2 (stereo not given) | i | -0.4 | i
O=C(NC1CC2CCCC(C1)N2C(=O)Nc1ccccc1F)C1CC1 (stereo not given) | i | -1.7 | i
Cc1cccc(OCC(O)CN2CCN(S(=O)(=O)c3ccc(C)cc3C)CC2)c1 (stereo not given) | i | -0.8 | i
O=C(CNC(=O)c1ccc(F)cc1)N/N=C/c1cc(Br)ccc1OCc1ccccc1 | i | -1.0 | i
CCCCC(=O)N/N=C/c1ccc(-c2ccc([N+](=O)[O-])cc2)o1 | i | -2.1 | i
CC1=C(C(=O)NC2CCCc3c2cnn3-c2ccc(F)cc2F)OCCO1 (stereo not given) | i | -0.4 | i
N#Cc1sc2nc(-c3ccccc3)cc(-c3ccco3)c2c1N | i | -0.3 | i
COc1cc(OC)c(S(=O)(=O)Nc2ccccc2NC(=O)CN2CCOCC2)cc1NC(C)=O | i | -0.1 | i
Cc1cccc(N2CC(C(=O)Nc3ccc(S(=O)(=O)N4CCOCC4)cc3)CC2=O)c1 (stereo not given) | i | -0.8 | i
O=C(NCc1ccccn1)c1cccc(NS(=O)(=O)c2cccc(Cl)c2)c1 | i | -0.2 | i
CN(C)C(=O)c1cc(C(=O)c2ccccc2Br)c[nH]1 | i | -0.9 | i
CN(C)S(=O)(=O)c1cccc(C(=O)NCCNC(=O)c2cccc(S(=O)(=O)N(C)C)c2)c1 | i | -1.1 | i

An excerpt from above in order of SMILES length, descending.
SMILES | CHT inh | STK33 kinase inh | CHT allo act
N/C(=N\OC(=O)CN1C(=O)c2ccccc2C1=O)c1ccc(Cl)cc1 | i | -1.4 | i
O=C(Cn1cnc2c(nnn2Cc2ccc(Cl)cc2)c1=O)NCC1CCCO1 (stereo not given) | i | -1.2 | i
O=C(C1CCN(S(=O)(=O)c2ccccc2)CC1)N1CCCCCC1 | i | 0.2 | i
O=C(Cc1cccs1)Nc1ccc(NC(=O)c2ccco2)cc1 | i | -1.3 | i
Fc1ccc(/C=N/NC(=S)NCCc2ccccc2)cc1F | i | -1.1 | i
O=C(N/N=C/C1CC=CCC1)c1ccc(Cl)cc1O (stereo not given) | i | -0.4 | i

(next part)
SMILES | CHT inh | STK33 kinase inh | CHT allo act
COC(=O)Oc1ccc(/C=N/NS(=O)(=O)c2ccccc2)cc1OC | i | -2.9 | i
CCOC(=O)C1(Cc2cccc(Cl)c2)CCCN(C(=O)CCNC(C)=O)C1 (stereo not given) | i | -0.6 | i
CCCn1c(=O)[nH]c(=O)c2c1nc(-c1ccc(OC(F)F)cc1)n2CCN1CCOCC1 | i | 0.2 | i
COC(=O)c1c(NC(=O)COC(=O)[C@@H](NS(=O)(=O)c2cccc(Cl)c2)C(C)C)sc2c1CCC2 | i | -0.9 | i
O=C(COc1ccc(Cl)cc1)Nc1cc(NC(=O)COc2ccc(Cl)cc2)cc(C(=O)O)c1 | i | -2.4 | i
O=S(=O)(NCC1COc2ccccc2O1)c1ccc2ccccc2c1 (stereo not given) | i | -1.1 | i
COc1ccc(OC)c(Cc2nnc(CCC(=O)N3CCN(C4CCCC4)CC3)o2)c1 | -8* | 2.5 | i
CS(=O)(=O)Nc1ccc(C2=NN(C(=O)c3ccco3)C(c3ccccc3F)C2)cc1 (stereo not given) | i | -1.8 | i
Cc1cccc(NC(=O)NCC2CCN(c3ccc(S(=O)(=O)N4CCOCC4)cc3)CC2)c1 | i | -0.2 | i
Cc1cccc(OCc2nc(C#N)c(N3CC(C)CC(C)C3)o2)c1 (stereo not given) | i | -0.8 | i
O=C1CC(N2CCOCC2)C(=O)N1CCc1ccccc1 (stereo not given) | i | -1.3 | i
CC(C)(Oc1ccc(Cl)cc1)C(=O)Nc1cccnc1 | i | 0.5 | i
COc1ccc(CN2C(=O)NC3(CCCC3)C2=O)cc1F | i | -0.7 | i
Brc1ccccc1-c1nc(-c2ccccc2)no1 | i | 1.0 | i
CO/N=C/C(c1ncc(C(F)(F)F)cc1Cl)S(=O)(=O)c1ccccc1 (stereo not given) | i | -0.5 | i
COc1ccccc1OCC(=O)NCCC1=CCCCC1 | i | 1.3 | i
Cc1ccc([C@@H]2[C@@H]3C(=O)N(C)C(=O)[C@@H]3[C@@H]3C(=O)Nc4ccccc4C(=O)N23)cc1 | i | 1.3 | i
CCOc1ccc(-n2c(=O)[nH]c3sc4c(c3c2=O)CCCC4)cc1 | i | -1.5 | i
Cc1cc(-c2ccc(Cl)cc2)n2ncnc2n1 | i | 0.8 | i
CCOc1ccc(C2C3=C(Nc4nc(N)[nH]c(=O)c42)c2ccccc2C3=O)cc1 (stereo not given) | i | 0.2 | i
C/C(=N\NC(=O)Cc1c(F)cccc1Cl)c1cccnc1 | i | -2.0 | i
O=C(NCCOc1ccccc1)c1cc(C(=O)NCCOc2ccccc2)cc([N+](=O)[O-])c1 | i | -0.1 | i
Cc1c(NC(=O)COC(=O)C2=COCCO2)cccc1[N+](=O)[O-] | i | -1.5 | i
Cc1cc(N2CCOCC2)c2c(N)c(C)cc(C)c2n1 | i | -0.3 | 12*
COc1cc(CCNC(=O)c2ccccc2NC(=O)C2=C(C)OCCS2)cc(OC)c1OC | i | -0.8 | i

(listing goes on)
SMILES | CHT inh | STK33 kinase inh | CHT allo act
CCOc1cc(/C=N/Nc2nc(Nc3ccccc3)nc(N3CCCCC3)n2)ccc1OCC(=O)O | i | 1.2 | i
CC1CC(C)CN(C(=O)Cn2c(=O)n(CCCC(=O)NCc3ccco3)c(=O)c3sccc32)C1 (stereo not given) | i | 3.0 | i
CC(=O)Nc1ccc(C(=O)NCC2(N3CCCCC3)CCCCC2)cc1 | i | 0.1 | i
CCCc1nn(C)c(C(N)=O)c1[N+](=O)[O-] | i | 0.1 | i
C[C@@H](C(=O)Nc1cccnc1)n1c(=O)[nH]c2ccccc2c1=O | i | 0.9 | i
COCCCNCCOCCOc1c(OC)cccc1OC | i | -4.2 | i
Cc1cc(NC(=O)c2ccccc2F)ncc1NC(=O)c1cccs1 | i | 0.8 | i

Screens: PubChem, several laboratories
